# Bioassay records deposited in PubChem BioAssay by NCI.
# All columns: NCI-60 one-dose screen, growth in % after 48 h at 10 µM unless noted; 100 = growth as untreated, 0 = no growth, -100 = all killed.
# BT-549: BT-549 breast cancer. 78,000 tested, 4.4% active
# T-47D: T-47D breast cancer. 79,000 tested, 5% active. AID 1794792
# MALME-3M: MALME-3M melanoma; 78,000 tested, 5.8% active; AID 1794766
# HS 578T: HS 578T breast cancer | 78,000 tested, 4.1% active
# UACC-257: UACC-257 melanoma. AID 1794764. 78,000 tested, 4.4% active
# LOX IMVI: LOX IMVI melanoma; 79,000 tested, 7.4% active; AID 1794757
# UACC-62: UACC-62 melanoma; 81,000 tested, 5.4% active; AID 1794756
# MCF7: MCF7 breast cancer | 82,000 tested, 6.3% active
# * marks the source's active call; other numbers are inactive results; . = no result given; & = joins results of further samples. How the source made its calls: active means growth percent below 10; inactive means the rest. Rows were taken by chance. Share with any hit: about 11%.
# Values in the order: HS 578T	T-47D	MCF7	UACC-62	BT-549	LOX IMVI	MALME-3M	UACC-257
COc1ccc(-c2nc3ccccc3s2)cc1
    88.7&95.0	73.6	84.6&94.2	80.6&93.1	94.2&109.6	88.3&94.1	111.1&103.4	106.0&125.4
O=C(Cn1cc(COc2ncnc3c2cnn3-c2ccccc2)nn1)Nc1ccc([N+](=O)[O-])cc1
    80.2	80.1	83.0	76.7	79.2	96.6	90.0	95.9
CC1=NN(C)C(=O)C1
    112.6	109.8	98.3	98.6	104.9	107.3	143.3	99.1
COc1ccc(-c2cc(-c3cc(OC)c(OC)c(OC)c3)c(C#N)c(=O)n2Cc2ccc(C(=O)O)cc2)cc1
    91.6	78.0	95.5	92.9	100.9	102.4	109.6	107.1
COc1ccc(-n2nc(C(=O)NCCCCC(=O)O)nc2-c2ccccc2)cc1
    108.8	92.1	86.0	102.8	115.7	102.4	101.4	97.2
C=C1CCC2C3(C)COC(c4cccs4)OC3CCC2(C)C1CC(NCc1ccccc1)C1=CCOC1=O (stereo unspecified)
    85.6	77.2	69.7	63.1	78.5	69.6	88.2	86.0
C=CCc1ccc(Oc2ccc([N+](=O)[O-])cc2[N+](=O)[O-])c(OC)c1
    .	67.3	83.3	77.2	93.1	75.4	111.5	.
N#Cc1c(N)nc2c(nnn2-c2cccc(Br)c2)c1N
    68.8	67.1	71.4	95.6	97.1	101.8	115.4	106.2
CCOC(C)C(Nc1ccc(C(=O)O)cc1)C(=O)Nc1ccc(C(=O)O)cc1 (stereo unspecified)
    98.4	73.0	86.5	106.6	95.4	98.8	91.7	83.1
Cc1cc2c(C(C)C)c(O)c(O)c(/C=N/O)c2c(O)c1-c1c(C)cc2c(C(C)C)c(O)c(O)c(/C=N/O)c2c1O
    41.9	10.2	15.3	9.1*	23.8	-22.9*	51.0	11.6
Cc1cc(OCC(=O)Nc2ccccc2)nc2[nH]c(=O)sc12
    106.7	99.2	98.9	103.5	111.9	103.5	113.8	111.7
COc1ccc(CCN(CCC#N)C(=O)C(Cl)Cl)cc1
    104.1	93.7	97.6	103.3	121.0	102.7	105.2	.
N/C(=N\O)c1cn(C2OC(CO)C(O)C2O)c2ncnc(N)c12 (stereo unspecified)
    -5.1*	-7.0*	-29.9*	-68.2*	14.0	-63.2*	-78.3*	-23.8*
O=C(Nc1ccc(OS(=O)(=O)c2ccc(F)cc2)cc1)C12CC3CC(CC(C3)C1)C2
    75.8	31.3	34.0	68.0	71.9	61.6	99.7	65.3
O=C(O)c1ccc(-n2cc(CNc3ccc(F)cc3)c(-c3ccc(C(F)(F)F)cc3)n2)cc1
    88.8	78.2	67.8	89.9	103.1	99.5	97.6	90.9
Cc1ccc(S(=O)(=O)N(CC[C@@H]2C[C@H]2c2cc3ccccc3o2)C(=O)NC2CCCCC2)cc1
    89.8	70.9	93.4	78.4	112.3	90.5	96.1	107.6
C/C(=N\NS(=O)(=O)c1ccc(C)cc1)c1ccccc1
    103.1&112.2	122.0&101.4	97.7&101.0	102.4&112.2	120.3&102.3	99.4&99.9	100.1&102.2	93.9&91.5
CCCCCCCOc1c2c(nc3c1c1ccccc1n3C)-c1ccccc1C2
    .	79.0	68.6	77.1	97.1	97.6	103.7	74.4
CN(C)c1ccc(/C=C2\Oc3cc(OCCN4CCCCC4)ccc3C2=O)cc1
    .	95.1	82.2	103.0	90.2	65.4	89.9	104.2
CCOC(=O)c1sc(/N=C2\NC(=O)/C(=C3/C(=O)N(Cc4ccccc4)c4ccc(Cl)cc43)S2)nc1C
    94.4	96.8	97.1	103.7	103.7	96.0	102.8	106.1
COc1ccc2c(c1)Cc1cc(NC(=O)c3ccccc3-c3ccccc3C(=O)O)ccc1-2
    101.5	92.2	83.2	87.4	112.9	91.1	107.1	110.8
COc1ccccc1CNc1c2ccccc2nc2ccccc12
    62.0	46.2	16.8	60.5	77.0	18.9	45.9	64.1
Cc1cccc(-c2nc(NC(=O)c3cccnc3N)nc(NC(=O)c3cccnc3N)n2)c1O
    91.6	93.3	98.0	96.0	106.6	94.5	96.2	99.4
CN(C)Cc1cc(C(C)(C)C)cc(C(C)(C)C)c1O
    105.0	104.3	100.2	99.3	108.4	105.5	96.1	95.7
C/C(=N/NC(=O)Cn1c2ccccc2c2ccncc21)c1cccs1
    91.1	96.4	102.1	95.8	104.0	103.5	100.5	89.9
CC([C@H]1CCC2C3CCC4C(=O)C(NC=O)=CC[C@]4(C)C3CC[C@@]21C)N(C)C (stereo partly specified)
    33.6	-12.7*	17.3	-39.7*	49.5	-37.2*	-2.1*	-20.9*
C#CC(=O)/C=C/CCCCCCC#CC(=O)CCC(=O)C#CCCCCCC/C=C/C(=O)C#C
    47.0	24.8	21.6	5.4*	-15.3*	-70.2*	-68.3*	62.9
CC1([N+](=O)[O-])COCOC1
    105.8	107.6	95.4	104.9	105.4	96.1	109.2	114.3
Cc1ccc(Cn2cc(CSc3nc4ccccc4s3)nn2)cc1
    100.5	89.4	95.0	91.5	105.5	104.7	107.4	111.9
O=[N+]([O-])c1ccc(NC2CCCCC2)nc1
    101.3&100.1	101.6&101.9	102.3&110.1	92.2&103.6	106.1&113.7	94.0&94.0	117.8	106.0&106.6
Cn1cc(C(=O)c2nc(-c3c[nH]c4ccccc34)no2)c2cc(Br)ccc21
    97.2	72.0	76.1	96.7	100.3	96.0	84.6	95.8
O=C(N/N=C/c1ccc(N2CCOCC2)cc1)c1cnc2n(c1=O)CCCCC2
    105.7	103.6	91.3	95.6	103.0	99.3	94.4	102.2
NC(=O)c1ccc[n+]([O-])c1
    110.8	101.0	97.8	105.5	106.7	102.4	106.5	96.5
O=C1c2c(Cl)c(Cl)c(Cl)c(Cl)c2C(=O)N1c1nccs1
    99.1	102.7	100.9	91.8	101.2	.	.	104.8
NC(=O)N1CC2(CCCCC2)CC1=O
    93.6	98.7	99.7	97.6	99.1	96.3	105.9	116.6
COc1ccc(-c2nc(C#N)c(N3CCC(S(=O)(=O)N4CCOCC4)CC3)o2)cc1
    102.0	96.9	90.7	96.3	108.1	100.0	106.6	108.7
COC1=C(NCc2ccccc2)C(=O)C(OC)=C(NCc2ccccc2)C1=O
    102.5	97.1	102.3	86.8	93.2	92.4	101.8	105.6
Cc1ccc2nc(SCC(=O)Nc3ccc(-c4nc5ccccc5s4)c(Cl)c3)[nH]c2c1
    109.9	99.2	90.6	90.3	102.9	107.0	131.1	96.9
OCCn1cccn1
    111.2	101.7	116.2	113.8	109.6	96.3	.	136.0
COc1ccc(/C=N/NC(=O)c2c(Nc3ccccc3)nn(C)c2N)cc1OC
    98.8	94.7	80.5	92.4	95.9	96.8	110.3	99.1
CCCCCCCCCCCCCCCC(=O)OCC1OC(n2cnc3c(=S)nc(N)[nH]c32)C(OC(=O)CCCCCCCCCCCCCCC)C1OC(=O)CCCCCCCCCCCCCCC (stereo unspecified)
    118.7	41.3	35.0	31.7	53.0	21.7	82.6	88.7
CC(=O)OC1CC2CCC1(c1ccccc1)C2 (stereo unspecified)
    107.7	108.5	95.4	110.2	.	93.2	110.3	108.9
Clc1ccc2c(N3CCCC3)ccnc2c1
    87.3	70.4	69.3	65.2	90.4	76.8	109.0	108.8
COc1ccncc1C(=O)Nc1ccc(-n2cnc3ccccc32)cc1
    95.7	73.2	87.5	68.5	92.5	86.6	139.6	97.6
COc1cccc2nc(Nc3ccc(NC(=O)c4ccc5ncccc5c4)cc3)ccc12
    66.7	68.0	70.3	97.4	69.7	84.6	70.2	.
COCCCNC1=C(Cl)C(=O)c2ccccc2C1=O
    93.3	85.4	74.9	94.8	94.3	86.6	97.3	83.4
Cc1nn(-c2ccccc2)c2ncn(CC(=O)N/N=C/c3c[nH]c4ccccc34)c(=O)c12
    72.7	83.2	68.7	80.7	99.4	84.4	69.0	94.3
O=C(COc1ccccc1)NCCO
    98.9	94.1	91.6	101.1	106.1	96.3	111.7	98.3
COc1cccc(Nc2nc(SC)nc(-c3cccc(N)c3)c2C#N)c1
    97.4	86.1	94.5	91.6	95.2	95.9	100.3	105.6
COc1ccc(/C=C/C(=O)c2ccc(NC(=O)CSc3nnc(-c4ccc(OC)cc4)n3-c3ccccc3)cc2)cc1
    91.2	92.9	77.1	89.4	99.7	101.7	96.8	91.9
N#C/C(=C\NC(=S)Nc1ccc(S(=O)(=O)Nc2nccs2)cc1)C(=O)c1ccc2ccccc2c1
    97.0	74.0	91.8	104.3	91.9	92.9	.	106.7
O=c1[nH]c(=O)c2[nH]c(=S)[nH]c2[nH]1
    102.7	106.8	107.2	96.5	.	107.4	.	105.4
COC(=O)[C@]12CC[C@@H](C)[C@H](C)[C@@H]1C1=CC(=O)[C@@H]3[C@@]4(C)C[C@@H](OC(C)=O)[C@H](OC(C)=O)[C@@](C)(COC(C)=O)[C@@H]4C(=O)C[C@@]3(C)[C@]1(C)CC2
    75.9	45.1	42.5	.	17.8	50.8	44.6	.
O=C(CSc1nnc2n1N=C(c1ccc(-c3ccccc3)cc1)CS2)c1ccc(-c2ccccc2)cc1
    83.5	80.2	93.9	86.6	105.1	94.7	111.9	105.6
CCCCCCCCO/N=C\c1c2c(O)c3c(O)c(C)c4c(c3c1O)C(=O)C(C)(O/C=C\C(OC)C(C)C(OC(C)=O)C(C)C(O)C(C)C(O)C(C)/C=C\C=C(\C)C(=O)N2)O4 (stereo unspecified)
    -2.5*	30.5	21.7	26.2	45.9	30.2	40.7	8.6*
O=C(CCCCCCCCC(=O)N/N=C/c1cccc2ccccc12)N/N=C/c1cccc2ccccc12
    87.3	91.0	98.8	95.9	89.6	98.8	78.6	103.3
COc1ccc(-n2c(SCC(=O)Nc3ccc(S(=O)(=O)Nc4cc(C)on4)cc3)nc3ccccc3c2=O)cc1
    100.0	110.3	94.5	90.6	92.1	94.7	97.1	101.6
O=C1NC(=O)C(c2coc3ccc(F)cc23)=C1c1c[nH]c2ccccc12
    90.7	74.9	67.7	73.9	107.3	88.5	86.0	98.2
O=C1CC(c2ccccc2)CC2=C1C(c1c[nH]c3cccc(F)c13)Cc1c(F)cccc1N2 (stereo unspecified)
    77.4	72.3	72.7	73.8	75.5	63.4	89.8	99.2
COC(=O)[C@@H]1CCCN1C(=O)[C@H]1CCCN1C(=O)[C@@H](Cc1c[nH]c2ccccc12)NC(=S)Nc1cc(C(F)(F)F)cc(C(F)(F)F)c1
    11.6	37.3	25.3	48.5	78.9	38.8	71.1	69.5

# (list continues)
# Values in the order: HS 578T	T-47D	MCF7	UACC-62	BT-549	LOX IMVI	MALME-3M	UACC-257
CCOC(=O)C1=C(CSc2nnnn2-c2ccccc2)N(C)C(=O)NC1c1ccccc1 (stereo unspecified)
    100.9	84.0	85.2	83.7	102.9	86.2	97.7	125.3
COc1ccc(/C=N\Nc2nc(SCC(C)C)nc(-c3ccc(OC)cc3)c2C#N)cc1
    8.5*	16.2	59.3	86.1	110.2	31.9	60.1	88.1
CN1CCN(c2ccc(Nc3c4ccccc4nc4ccccc34)cc2)CC1
    116.6	102.3	99.1	108.9	112.3	105.3	103.1	103.2
O=C(NC1CCCCC1)c1ccc(Cl)cc1Cl
    104.1	110.8	97.5	103.9	.	104.8	102.5	112.3
COc1cc2nc(-c3ccc(C)cc3)cc(OCCCNCC3CCCO3)c2cc1OC (stereo unspecified)
    84.3	66.0	59.7	96.6	98.5	-32.2*	50.0	17.8
CCc1ccc(N2CCC(=O)NC2=S)cc1
    99.6	87.6	94.8	95.7	96.6	96.0	97.3	98.7
Cc1cccc(Cc2cnc(NC(=O)c3cc(C)oc3C)s2)c1
    72.6	45.0	28.6	32.7	67.4	55.0	71.9	85.7
CC(=O)c1cn(C(C)=O)c2ccccc12
    93.4&105.6	98.9&87.4	93.1&98.9	100.2&88.5	118.2&89.7	91.4&100.1	103.8&104.8	95.8
CC(CCC(=O)O)(c1ccc(O)c(CN(c2ccccc2)c2ccccc2)c1)c1ccc(O)c(CN(c2ccccc2)c2ccccc2)c1
    .	101.0	104.7	98.0	96.1	98.4	117.2	100.0
Cc1ccc(C2=NN(c3ccc(S(C)(=O)=O)cc3)C(=O)CC2)cc1
    -1.2*	32.7	16.2	42.9	11.3	33.7	45.5	50.7
O=C1CCc2ccc(OCc3cn(Cc4ccccc4)nn3)cc2N1
    100.6	90.7	89.0	85.8	119.9	83.9	109.1	113.1

# An excerpt from above in order of length of the SMILES, smallest number first.
# Values in the order: HS 578T	T-47D	MCF7	UACC-62	BT-549	LOX IMVI	MALME-3M	UACC-257
O=C(NC1CCCCC1)c1ccc(Cl)cc1Cl
    104.1	110.8	97.5	103.9	.	104.8	102.5	112.3
O=C1CCc2ccc(OCc3cn(Cc4ccccc4)nn3)cc2N1
    100.6	90.7	89.0	85.8	119.9	83.9	109.1	113.1
CN1CCN(c2ccc(Nc3c4ccccc4nc4ccccc34)cc2)CC1
    116.6	102.3	99.1	108.9	112.3	105.3	103.1	103.2
Cc1ccc(C2=NN(c3ccc(S(C)(=O)=O)cc3)C(=O)CC2)cc1
    -1.2*	32.7	16.2	42.9	11.3	33.7	45.5	50.7
COc1cc2nc(-c3ccc(C)cc3)cc(OCCCNCC3CCCO3)c2cc1OC (stereo unspecified)
    84.3	66.0	59.7	96.6	98.5	-32.2*	50.0	17.8
CCOC(=O)C1=C(CSc2nnnn2-c2ccccc2)N(C)C(=O)NC1c1ccccc1 (stereo unspecified)
    100.9	84.0	85.2	83.7	102.9	86.2	97.7	125.3
COc1ccc(/C=N\Nc2nc(SCC(C)C)nc(-c3ccc(OC)cc3)c2C#N)cc1
    8.5*	16.2	59.3	86.1	110.2	31.9	60.1	88.1
